Screening results from PubChem.
IL1B secr inh: qHTS for Inhibitors of Inflammasome Signaling: IL-1-beta AlphaLISA Primary Screen; THP-1 LPS/ATP IL-1B secretion, AlphaLISA, 16 h; hits give low values; activity change, % at 57.5 µM; actives 4.7% (n = 360,000); AID 743279, 2014; in the data active = activity change below about -50%; inconclusive = mostly about -30% to -49%; note: % is set by controls: 0 for no effect and ±100 for the full control effect
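THP-1 cells pretreated 1 hr with compounds (up to 57.5 uM final), then stimulated with LPS (250 ng/mL final) plus ATP (1.25 mM final); secreted IL-1B measured by AlphaLISA after 16 hr, decreased signal indicating inhibition.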
KB-3-1 tox: qHTS assay for MDR1-selective chemotherapeutics: Primary screen using the parental adenocarcinoma cell KB-3-1; Potency, µM (series often up to 46.1 µM), for the others: at the top dose activity change, negative = cytotoxic, most hits filed as cytotoxic; actives 1.4% (n = 400,000); KB-3-1 viability, CellTiter-Glo ATP luminescence, 72 h; note: potency is the fitted concentration of half-maximal effect; % is set by controls: 0 for no effect and ±100 for the full control effect; nearly all actives have a fitted effect of over 60% in size
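KB-3-1 cells, DMEM (no phenol red) + 10% FBS; compound by pin transfer, 72 h, 37 °C. Readout: CellTiter-Glo luminescence after 10 min. Data normalized, curve-fitted.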
HT1080 IDH1KD tx: qHTS for induction of synthetic lethality in tumor cells producing 2HG: qHTS for the HT-1080-IDH1KD cell line; Potency, µM (doses to about 46.1 µM), for the others: top-dose activity, negative = toxicity, hits mostly cytotoxic; actives 2% (n = 360,000); HT-1080 IDH1 knockdown viability, ATP luminescence, 48 h;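 note: potency is the fitted concentration of half-maximal effect; 0% = DMSO wells and -100% = cell-free medium wells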
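Luminescent ATP read-out (CellTiter-Glo, 10 min at room temperature) after 48 h compound exposure at 37 °C gave viability of IDH1-knockdown HT-1080 cells. Activity was normalised to DMSO and cell-free wells, then fitted as concentration-response curves.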
WRN inhibitor: qHTS for Inhibitors of WRN Helicase. WRN helicase unwinding, fluorescent forked duplex, kinetic. Potency, µM (titrated, usually from 114 µM), without a hit: at the highest dose activity change, negative = inhibition, most hits filed as inhibitors. actives 0.46% (n = 360,000). AID 651768, 2012; note: potency is the fitted concentration of half-maximal effect; % is set by controls: 0 for no effect and ±100 for the full control effect; nearly all actives have a fitted effect of over 55% in size
Target sequence (Q14191 whole entry, looked up): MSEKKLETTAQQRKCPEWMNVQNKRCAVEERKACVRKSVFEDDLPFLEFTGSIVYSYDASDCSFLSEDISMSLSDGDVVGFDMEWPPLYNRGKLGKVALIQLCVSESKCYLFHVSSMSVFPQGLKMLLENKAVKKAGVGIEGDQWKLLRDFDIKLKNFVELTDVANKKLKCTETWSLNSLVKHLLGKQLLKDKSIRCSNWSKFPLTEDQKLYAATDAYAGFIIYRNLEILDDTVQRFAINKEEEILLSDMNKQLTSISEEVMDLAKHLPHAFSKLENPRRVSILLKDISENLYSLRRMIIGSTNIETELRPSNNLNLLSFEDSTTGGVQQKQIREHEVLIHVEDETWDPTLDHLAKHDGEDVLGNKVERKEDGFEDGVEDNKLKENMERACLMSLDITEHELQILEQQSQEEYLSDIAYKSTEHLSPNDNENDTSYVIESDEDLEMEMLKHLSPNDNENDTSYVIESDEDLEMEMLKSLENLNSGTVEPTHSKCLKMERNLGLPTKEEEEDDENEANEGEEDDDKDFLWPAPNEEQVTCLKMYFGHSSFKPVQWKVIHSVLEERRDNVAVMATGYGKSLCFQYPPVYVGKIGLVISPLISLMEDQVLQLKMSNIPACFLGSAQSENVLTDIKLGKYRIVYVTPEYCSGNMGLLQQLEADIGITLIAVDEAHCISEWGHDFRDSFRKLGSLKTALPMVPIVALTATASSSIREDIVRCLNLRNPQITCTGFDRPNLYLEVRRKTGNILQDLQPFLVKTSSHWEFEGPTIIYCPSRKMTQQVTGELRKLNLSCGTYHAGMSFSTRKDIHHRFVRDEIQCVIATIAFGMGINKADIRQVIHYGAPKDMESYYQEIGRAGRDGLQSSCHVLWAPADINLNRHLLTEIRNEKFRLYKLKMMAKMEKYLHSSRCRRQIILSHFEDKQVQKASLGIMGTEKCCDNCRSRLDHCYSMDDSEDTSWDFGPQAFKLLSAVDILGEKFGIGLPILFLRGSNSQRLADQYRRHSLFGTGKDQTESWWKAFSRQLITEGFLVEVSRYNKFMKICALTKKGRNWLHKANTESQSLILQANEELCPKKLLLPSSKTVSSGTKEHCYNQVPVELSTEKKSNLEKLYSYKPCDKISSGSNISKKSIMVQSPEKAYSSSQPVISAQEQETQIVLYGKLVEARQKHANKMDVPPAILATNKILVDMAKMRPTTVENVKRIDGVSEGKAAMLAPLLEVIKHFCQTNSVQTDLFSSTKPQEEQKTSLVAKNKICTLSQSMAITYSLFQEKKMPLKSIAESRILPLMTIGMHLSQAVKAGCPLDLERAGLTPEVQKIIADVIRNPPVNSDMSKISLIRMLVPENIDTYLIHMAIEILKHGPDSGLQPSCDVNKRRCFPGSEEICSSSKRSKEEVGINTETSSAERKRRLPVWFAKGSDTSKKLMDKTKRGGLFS
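WRN at 20 nM final preincubated with compound 15 min at room temperature; reaction started with 100 nM fluorophore/quencher forked duplex oligonucleotide and 2 mM ATP final. Unwinding followed kinetically by red fluorescence (ex 525, em 598 nm).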
SW480 rerep: A quantitative high throughput screen for small molecules that induce DNA re-replication in SW480 colon adenocarcinoma cells. actives 1.8% (n = 340,000). SW480 DNA re-replication, Hoechst DNA content imaging, 48 h. Potency, µM (titrated, usually from 46.1 µM), without a hit: at the top dose re-replication activation, actives largely listed as activators; note: potency is the fitted concentration of half-maximal effect; % of control where 0% means no effect; nearly all actives have a fitted effect of over 55% in size
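Image-based DNA-content assay: after two days of treatment, nuclei were labelled with the DNA dye Hoechst and imaged, and hits were compounds raising the count of nuclei showing high fluorescence intensity.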
HT1080NT lethal: qHTS for induction of synthetic lethality in tumor cells producing 2HG: qHTS for the HT-1080-NT fibrosarcoma cell line; AID 686970, 2013; actives 1.6% (n = 360,000); Potency, µM (highest dose often 46.1 µM), inactives show at the highest dose activity, negative = less viability, actives largely listed as cytotoxic; HT-1080-NT fibrosarcoma viability, CellTiter-Glo ATP luminescence, 48 h;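 note: NT is the 2HG producing partner of a matched IDH1 knockdown line; potency is the fitted concentration of half-maximal effect; 0% = DMSO-treated cells and -100% = media-only wells without cells; nearly all actives have a fitted effect of over 55% in size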
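Viability by CellTiter-Glo luminescence after 48 h compound exposure at 37C of HT-1080-NT cells (750/well, RPMI, 5% FBS). % activity scaled between DMSO wells and medium-only wells, then curve-fitted and categorized by curve class.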
KB-V1 MDR tox: qHTS assay for MDR1-selective chemotherapeutics: Primary screen using the drug-selected MDR subline cells KB-V1; KB-V1 MDR cells viability, CellTiter-Glo, 72 h; Potency, µM (doses to about 46.1 µM), without a hit: top-dose activity change, negative = cytotoxicity, actives largely listed as cytotoxic; actives 3.4% (n = 400,000); AID 1347076, 2019; note: potency is the fitted concentration of half-maximal effect; % is set by controls: 0 for no effect and ±100 for the full control effect; nearly all actives have a fitted effect of over 60% in size
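Cytotoxicity toward P-gp-expressing KB-V1 cells was determined as loss of CellTiter-Glo luminescence after 72 h at 37 degrees C. Compounds were tested in quantitative HTS format across a concentration range, with curves fitted to normalized data.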
MCF10A rerep: A quantitative high throughput screen for small molecules that induce DNA re-replication in MCF 10a normal breast cells; MCF 10A DNA re-replication, Hoechst nuclear intensity, 48 h; Potency, µM (series often up to 46.1 µM), for inactives: top-dose activity, positive = re-replication, most hits filed as activators; actives 2.9% (n = 350,000); AID 624296, 2012; note: potency is the fitted concentration of half-maximal effect; % of control where 0% means no effect; nearly all actives have a fitted effect of over 50% in size
ATXN2 expr inh: Primary qHTS for Inhibitors of ATXN expression | actives 0.72% (n = 360,000) | AID 1745845, 2022 | HEK-293 ATXN2-luciferase reporter, luminescence, 24 h | Potency, µM (doses to about 57 µM), without a hit: top-dose activity change, negative = inhibition, most hits filed as inhibitors; note: potency is the fitted concentration of half-maximal effect; % is set by controls: 0 for no effect and ±100 for the full control effect; nearly all actives have a fitted effect of over 55% in size
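ATXN2-luciferase reporter cells (luciferase flanked by upstream and downstream ATXN2 gene portions) were treated 24 h at 37 °C with compounds at up to 57 uM. SteadyGlo luminescence gave expression; GF-AFC fluorescence gave viability.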
The depositor's hits bear a star; ? = inconclusive; . = no result given; & = joins results of further samples; [ ] = another dose, or the depositor's remark. Unless noted, calls come from the whole dose curve; as a rule, active = well fitted curve in the direction sought with a large enough effect; inconclusive = small, poorly fitted or top-dose-only effect, or another doubt; inactive = no such curve, though single readings can be large; an effect the other way counts as inactive or inconclusive.

SMILES	IL1B secr inh	KB-3-1 tox	HT1080 IDH1KD tx	WRN inhibitor	SW480 rerep	HT1080NT lethal	KB-V1 MDR tox	MCF10A rerep	ATXN2 expr inh
O=C(c1ccco1)N1CCN(/C(=N/S(=O)(=O)c2cccs2)c2ccccc2Cl)CC1	-5	2%	1%	-5%	-3%	1%	3%	-3%	-2%
Cn1c(CC(=O)Nc2ccccc2)nnc1SCC(=O)c1ccccc1	8	12%	2%[9.24 µM]	2%	-8%	7%	-4%	-3%	-4%
CCOC(=O)N1CCN(C(=O)Nc2ccc3nccnc3c2)CC1	-12	-9%	-17%	-4%	-8%	2%	11%	-15%	9%
Cc1c(N(C)S(=O)(=O)c2cccc(C(=O)NCc3cccnc3)c2)c(=O)n(-c2ccccc2)n1C	5	0%	9%	6%	.	7%	-9%	.	.
COc1cc(NC(=O)C(=O)Nc2ccc3nc4n(c(=O)c3c2)CCCCC4)cc(OC)c1OC	-1	-10%&8%	2%	-9%	7%	25%	-14%&0%	?	8%
Cc1ccc(Cc2c(-c3ccc(C)cc3)nc3ccc(Br)cn23)cc1	47	-40%	-29%	-1%	.	?	-24%	.	14%
O=C(C1CC1)N1CCc2cc(Br)cc(S(=O)(=O)NCc3ccco3)c21	16	0%	3%	-8%	-8%	1%	-13%	8%	8%
CC(=O)N/C(=C\c1ccc(Br)s1)C(=O)O	-7	11%	4%	2%	-2%	9%	21%	?	-2%
CN(C)S(=O)(=O)c1ccc(C(=O)N2CCC(c3nc4ccccc4o3)CC2)cc1	5	?	-10%	9%	-6%	-5%	-20%	-2%	-4%
CCCCN(Cc1ccccc1)C(=O)C1CCN(Cc2sccc2C)CC1	-21	?	-5%	-2%	15µM*	-4%	?	15%	-16%
CC(=O)c1ccc(OCCCC(=O)Nc2cccc(S(=O)(=O)N(C)C)c2)cc1	23	?	-7%	20%	-1%	-2%	13µM*	2%	-2%
COC(=O)[C@H]1[C@@H](C)N(Cc2ccccc2)C(=O)N[C@H]1c1ccccc1	18	-4%	2%	-1%	0%	22%	-9%	?	-2%
Cc1ccc(C)c(OCC(O)CN2CCC(CN3C(=O)c4cccc5cccc(c45)C3=O)CC2)c1 (stereo not given)	-97*	18µM*	0%	12%	-1%	0%	2.6µM*	?	28µM*
O=C(NCc1ccc(F)cc1)c1cc(C2CCCCN2C(=O)c2ccc3c(c2)CCO3)on1 (stereo not given)	-9	21µM*	-14%	-2%	.	2%	?	.	0%
COc1cc(Cl)c(C)cc1NC(=O)c1ccc2c(SCC(=O)O)c3c(nc2c1)CCCC3	0	6%	15%	-33%	1%	13%	-16%	-5%	-26%
Clc1cccc(Cl)c1COc1ccncc1	42	9%	10%	-5%	-3%	9%	9%	-1%	-5%
Cc1cc(C)cc(NC(=S)NCCc2c[nH]c3ccccc23)c1	-5	?	?	-19%	?	-22%	?	?	-8%
O=C(O)c1ccc(-c2noc(-c3ccc(F)cc3)n2)cc1	.	2%	.	.	-15%	.	?	0%	51%[activator]
O=C(c1cn[nH]c1)c1cc(F)ccc1O	-12	12%	-3%	2%	.	-5%	-1%	.	0%
COc1ccccc1NC(=S)NC1CCCCCCCCCCC1	5	?	?	-14%	-3%	-27%	-31%	23%	.
Cc1ccc(N(C(=O)c2ccc(CN3CCOCC3)o2)C(C(=O)NCCC(C)C)c2cccs2)c(C)c1 (stereo not given)	14	0%	-4%	-7%	-3%	-3%	6%	0%	-13%
CCOC(=O)C1CCCN(c2c(NCCc3ccc(C)cc3)c(=O)c2=O)C1 (stereo not given)	15	-12%	11%	0%	-81%[inhibitor]	4%	-11%	-2%	-1%
COc1cccc(CNC(=O)Cn2c(=O)c3cccn3c3ccccc32)c1	11	2%	4%	-6%	-10%	3%	1%	0%	.
Cc1ccc(O)c(-c2[nH]ncc2C(=O)c2ccc(Br)cc2)c1	-8	-3%	-13%	-4%[57.1 µM]	23%	-17%	-9%	11%	-3%
CC(=O)c1cccc(NC(=O)CN(Cc2ccccc2)S(C)(=O)=O)c1	-3	3%	-1%	4%	9%	-4%	6%	-9%	0%
CC(C)[C@H](NC(=O)c1cccc(S(=O)(=O)N2CCCC2)c1)c1nc2ccccc2[nH]1	0	-23%	5%	0%	3%[9.22 µM]	8%	0%	7%	-6%
O=c1c2cnn(-c3ccccc3)c2ncn1Cc1cccnc1	10	-5%	2%	-3%	0%	2%	0%	10%	1%
COc1cccc(Nc2nc(C(N)c3ccccc3Cl)cs2)n1 (stereo not given)	?	-1%	?	-12%	.	?	-24%	.	-22%
Cc1cccc(NC(=O)C2CCCN(c3ncnc4c3nc3n4CCCCC3)C2)n1 (stereo not given)	-12	-2%	-10%	0%	-16%	-5%	0%	20%	-24%
CC(NS(=O)(=O)c1ccccc1)C1CC2CCC1C2 (stereo not given)	-4	-3%	-17%	0%	-2%	-21%	-13%	0%	?
COc1ccc(NC(=O)NC2(C(=O)N3CCCC(C)C3)CCCCC2)cc1 (stereo not given)	7	-21%	21%	-4%	-9%	9%	?	?	-14%
CCc1c(O)c(-c2ccccc2)c(=O)n(-c2ccccn2)c1-c1ccccc1	39	13%	0%	-1%	15%	-3%	14%	1%	-3%
CCN(CC)C(=O)N1CCN(S(=O)(=O)c2ccc(C)c(C)c2)CC1	0	?	-5%[9.24 µM]	-5%	-8%	-4%	?	2%	-19%
CCC(NC(=O)c1ccccc1NC(=O)c1ccco1)C(=O)O (stereo not given)	20	9%	8%	-21%	-5%	11%	0%	1%	-3%
COC(=O)c1[nH]c2ccc(C)cc2c1NS(=O)(=O)c1ccc(F)c(C)c1	2	0%	-4%	-26%	10%	-8%	?	7%	-4%
CC(Oc1ccc(C(=O)NC2CCCCC2)cc1)C(=O)O (stereo not given)	17	-1%	0%	-17%	2%	2%	0%	0%	-7%
O=C(NCCN1CCOCC1)c1cccc(S(=O)(=O)Nc2ccc(F)cc2)c1	-11	-11%	-2%	7%	2%	-4%	17%	-4%	.
Cc1noc(/C=C/c2ccc(-c3ccccc3Cl)o2)c1[N+](=O)[O-]	0	11%	18%	-7%	2%	14%	12%	17%	4%
c1cncc(-c2nn3c(Cn4cnc5ccccc54)nnc3s2)c1	?	-2%	?	-7%	1%	16%	-19%	1%	?
CC(=O)Oc1ccc2nc(CN3C(=O)c4ccc([N+](=O)[O-])cc4C3=O)oc(=O)c2c1	8	-9%	-1%	-5%	-1%	6%	6%	-1%	.
Cc1ccc(S(=O)(=O)N(C)c2ccc(OCC(=O)Nc3nc4ccccc4s3)cc2)cc1	10	?	?	-5%	7%	-5%	2.9µM*	8%	?
Cn1c(=O)c2c(c3ccccc31)OC(C)(C)CC2	8	3%	-2%	1%	-5%	-10%	6%	?	-12%
O=C(COC(=O)/C=C/c1cccc(Br)c1)NCc1ccco1	12	-7%	10%	-1%	-4%	8%	4%	2%	2%
CCCc1c(-c2cccc(Br)c2)ncn1Cc1cccc(-c2ccccc2)c1	20	?	?	-6%	.	?	16µM*	.	.
COc1ccc2c(c1)C(CC(C)=O)N(c1ccc(-c3cnc(OC)nc3)cc1)C(c1ccsc1)=C2 (stereo not given)	13	-5%	2%	3%	.	0%	18%	.	-4%
O=C(O)CCSc1nnc(COc2ccc([N+](=O)[O-])cc2)n1-c1ccccc1	16	4%	-1%	-3%	1%	2%	6%	5%	.
Cc1cccc(C)c1NC(=O)CC(NCc1ccco1)C(=O)O (stereo not given)	16	9%	21%	5%	-2%	12%	25%	-4%	-5%
O=[N+]([O-])c1cc(C(F)(F)F)ccc1NCCNC(=S)Nc1ccc(Cl)cc1	-88*	4%	?	-15%	?	18µM*	?	-1%	?
O=C(Nc1ccccn1)C1CCCN(c2ncnc3c2nc2n3CCCCC2)C1 (stereo not given)	66	6%	-12%	5%	-3%	0%	-33%	23µM*	1%
Cn1c(=O)c2[nH]c(NCC3CCCO3)nc2n(-c2ccccc2)c1=O (stereo not given)	34	15%	0%	-5%	-5%	4%	17%	?	-4%

A different layout for 3 compounds above.
Each structure is followed by: IL1B secr inh | KB-3-1 tox | HT1080 IDH1KD tx | WRN inhibitor | SW480 rerep | HT1080NT lethal | KB-V1 MDR tox | MCF10A rerep | ATXN2 expr inh
- CCCc1c(-c2cccc(Br)c2)ncn1Cc1cccc(-c2ccccc2)c1
  20 | ? | ? | -6% | . | ? | 16µM* | . | .
- Cc1cccc(C)c1NC(=O)CC(NCc1ccco1)C(=O)O (stereo not given)
  16 | 9% | 21% | 5% | -2% | 12% | 25% | -4% | -5%
- Cn1c(=O)c2[nH]c(NCC3CCCO3)nc2n(-c2ccccc2)c1=O (stereo not given)
  34 | 15% | 0% | -5% | -5% | 4% | 17% | ? | -4%

Next part
SMILES	IL1B secr inh	KB-3-1 tox	HT1080 IDH1KD tx	WRN inhibitor	SW480 rerep	HT1080NT lethal	KB-V1 MDR tox	MCF10A rerep	ATXN2 expr inh
Cc1ccc(-n2c(-c3ccccc3)cc(=O)nc2C)cc1	16	3%	-12%	-2%	12%	6%	-16%	5%	-5%
O=C(Cc1ccsc1)NCC(=O)Nc1ccc(F)c(F)c1	13	8%	3%	-10%	-3%	3%	0%	6%	-6%
Cc1ccc2nc(N3CCN(C)CC3)c(C=O)c(=O)n2c1	-12	10%	25%	5%	-4%	4%	9%	-5%	-8%
O=C1CSC(=Nc2cc(Cl)ccc2Cl)N1	23	5%	-11%	7%	-13%	-2%	8%	0%	-1%
